Mcl1 Noxa PPI – Mcl-1/Noxa binding inhibitors, primary screen, biochemical, TR-FRET, 1536-well; TR-FRET Mcl-1/Noxa peptide binding, 2 h; 220,000 tested, 1.5% active; AID 1022, 2008; Induced myeloid leukemia cell differentiation protein Mcl-1 (Homo sapiens), Q07820; inhibition, % at 21.7 µM;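 active = compounds that cut the protein-peptide binding signal by more than 50% relative to plate controls in a single-dose test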;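 note: His-tagged Mcl-1 with rhodamine Noxa BH3 peptide and terbium anti-His antibody; 0% = Mcl-1 plus Noxa peptide wells and 100% = peptide-only wells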
Target sequence (Q07820 whole entry, looked up): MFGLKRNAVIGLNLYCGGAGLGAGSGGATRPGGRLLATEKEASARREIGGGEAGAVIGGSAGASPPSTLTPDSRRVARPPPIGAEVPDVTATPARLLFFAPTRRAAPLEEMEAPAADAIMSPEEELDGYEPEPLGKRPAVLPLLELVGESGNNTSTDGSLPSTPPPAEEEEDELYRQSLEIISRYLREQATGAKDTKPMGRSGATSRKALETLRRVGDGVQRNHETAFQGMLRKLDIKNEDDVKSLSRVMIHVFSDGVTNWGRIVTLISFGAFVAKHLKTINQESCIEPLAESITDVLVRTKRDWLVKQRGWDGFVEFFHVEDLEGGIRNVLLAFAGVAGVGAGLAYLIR
Rab2A wt mod – modulators of GTP binding to Rab2A wildtype, primary screen, biochemical, dog, bead-based flow cytometry, multiplex; Ras-related protein Rab-2A (Canis lupus familiaris), P61105; GST-Rab2 wt beads, Bodipy-GTP binding; GTP binding activity, % at 10 µM; 190,000 tested, 0.19% active;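 active = GTP binding activity at least 20 points away from 100%, either lowered or raised; inconclusive = signal likely due to the compound's own green fluorescence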;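 note: 0% = beads with excess unlabeled GTP and 100% = no-compound control corrected for plate trend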
GSH bead fluor – compound fluorescence on glutathione beads, profiling panel, artefact control, biophysical, 488/530 nm, flow cytometry. GSH beads flow cytometry, compound fluorescence 488/530 nm; hits give high values. fluorescence (KMESF) at 10 µM. 190,000 tested, 0.25% active; in the data active = fluorescence above about 89;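 note: glutathione beads carrying GST-tagged Bcl family fusion proteins plus one bare bead set; values are compound well signal with DMSO vehicle wells as background; inactives centre near 16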
Mcl1 Bid PPI – Mcl-1/Bid binding inhibitors, primary screen, biochemical, TR-FRET, 1536-well; Induced myeloid leukemia cell differentiation protein Mcl-1 (Homo sapiens), Q07820; TR-FRET Mcl-1/Bid-Dy647 peptide binding; inhibition, % at 21.7 µM; 220,000 tested, 0.97% active; AID 1021, 2008;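 active = compounds that cut the binding signal by more than half at the single screening dose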;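 note: His-tagged Mcl-1 with europium anti-His antibody binding Bid BH3 peptide; 0% = Mcl-1 plus peptide wells and 100% = peptide-only wells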
Cdc42 wt – modulators of GTP binding to wildtype Cdc42, primary screen, biochemical, multiplex bead flow cytometry, Bodipy-GTP. Cell division control protein 42 homolog (Homo sapiens), P60953. GST-Cdc42 beads; actives lie on both sides. percent activity (GTP binding), % at 10 µM. 190,000 tested, 0.2% active;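 active = percent activity GTP binding at least 20 points away from the 100% baseline, either down as inhibitor or up as activator; inconclusive = compound flagged as likely green fluorescent from well-wide comparison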;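 note: median bead fluorescence of bound Bodipy-FL-GTP at 100 nM; 0% = excess unlabeled GTP control and 100% = no compound control; below 100% means less GTP binding so inhibitor and above means activator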
Target sequence (P60953 whole entry, looked up): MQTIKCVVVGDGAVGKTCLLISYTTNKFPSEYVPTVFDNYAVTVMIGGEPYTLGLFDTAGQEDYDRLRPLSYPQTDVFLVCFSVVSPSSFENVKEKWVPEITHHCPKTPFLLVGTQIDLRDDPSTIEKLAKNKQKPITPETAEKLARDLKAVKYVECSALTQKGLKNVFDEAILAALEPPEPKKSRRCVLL
Rab7 wt GTP bind – modulators of GTP binding to Rab7, primary screen, biochemical, wildtype, multiplex bead flow cytometry. Rab7 GTPase wild type (dog), Bodipy-FL-GTP binding. GST-Rab7 beads, fluorescent GTP binding; actives lie on both sides; untreated = 100%, excess cold GTP = 0%. GTP binding activity (percent of control), % at 10 µM. 190,000 tested, 0.055% active;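 active = fluorescent GTP binding to Rab7 beads changed by at least 20 points from the 100% baseline, either direction, mostly lower; inconclusive = compound itself probably fluorescent, or too few beads counted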;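 note: median green fluorescence of bound Bodipy-FL-GTP per Rab7 bead population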
Rac1 wt modul – wildtype Rac1 GTP binding modulators, primary screen, biochemical, GST-Rac1 beads, flow cytometry, multiplex. Ras-related C3 botulinum toxin substrate 1 (Homo sapiens), P63000. fluorescent GTP binding; actives lie on both sides; 0 = cold GTP competed, 100 = untreated. GTP binding activity (% of control), % at 10 µM. 190,000 tested, 0.27% active;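 active = GTP binding activity at least 20 points away from the 100% control level, either lower or higher; inconclusive = compound flagged as likely green fluorescent, judged across all proteins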
HRas wt GTP bind – modulators of GTP binding to HRas wildtype, primary screen, biochemical, bead-based flow cytometry, multiplex | GST-Ras wt beads, Bodipy-FL-GTP binding; actives lie on both sides | 190,000 tested, 0.14% active | GTPase HRas (Homo sapiens), P01112 | GTP binding activity, % at 10 µM;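 active = GTP binding activity at least 20% away from the 100% baseline, either lowered as inhibitor or raised as activator; inconclusive = flagged as likely green fluorescent, judged across all proteins in the well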;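 note: 0% = unlabeled GTP competition control and 100% = no-compound control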
Target sequence (P01112 whole entry, looked up): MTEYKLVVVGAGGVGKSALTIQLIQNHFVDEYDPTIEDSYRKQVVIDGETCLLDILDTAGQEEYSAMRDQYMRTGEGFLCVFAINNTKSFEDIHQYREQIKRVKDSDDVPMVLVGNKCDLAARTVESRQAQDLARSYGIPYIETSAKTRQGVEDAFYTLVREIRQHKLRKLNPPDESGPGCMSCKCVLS
Rac1 act GTP bind – GTP binding modulators of activated mutant Rac1, primary screen, biochemical, bead-based flow cytometry, multiplex, fluorescent GTP; Ras-related C3 botulinum toxin substrate 1 (Homo sapiens), P63000; GST-Rac1 activated beads; actives lie on both sides; 100% means binding = to untreated wells; percent activity (GTP binding), % at 10 µM; 190,000 tested, 0.11% active; AID 764, 2007;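 active = GTP binding at least 20 percentage points away from the 100% baseline, in either direction, so actives lie on both sides; inconclusive = Compound likely fluorescent itself, or too few beads counted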
Pf gametocyte – late stage P. falciparum gametocyte viability inhibitors, primary screen, ATP luminescence, HTS | AID 743093, 2013 | 150,000 tested, 0.065% active | inhibition, % at 10.9 µM | P. falciparum stage V gametocytes, 24 h;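 active = inhibition above the mean plus 3 SD of compounds within the control limits, set per campaign, cut at about 38% in these data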;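 note: 0% = DMSO wells and 100% = medium only without gametocytes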
Avidin fluor – green autofluorescence of compounds with avidin beads – biophysical, 488/530 nm, flow cytometry, artefact control, profiling panel; fluorescence (KMESF) at 10 µM; 220,000 tested, 0.38% active; compound fluorescence 488/530 nm; hits give high values; in the data active = fluorescence above about 47; note: inactives centre near 10
Starred values were filed as active, the others as inactive; u = inconclusive; x = no result given. Outcome played no part in choosing rows; about 3% have a hit in one of these screens.

SMILES	Mcl1 Noxa PPI	Rab2A wt mod	GSH bead fluor	Mcl1 Bid PPI	Cdc42 wt	Rab7 wt GTP bind	Rac1 wt modul	HRas wt GTP bind	Rac1 act GTP bind	Pf gametocyte	Avidin fluor
Cc1cccc(-c2nnc3n2N=C(c2ccccc2Br)CS3)c1	5	100	8	-14	101	101	105	101	100	17	12
CCCC(=O)Nc1nc2ccc(S(=O)(=O)N3CCCCC3)cc2s1	8	99	15	-3	101	100	104	100	100	x	26
CC1CCCCC12NC(=O)N(CC(=O)c1ccc[nH]1)C2=O (centres undefined)	38	100	50	-38	98	104	101	103	98	x	11
Cc1ccccc1C(=O)NNC1CC(=O)N(c2ccc3c(c2)OCCO3)C1=O (centres undefined)	-1	103	10	-34	100	100	104	104	102	x	5
Nc1ccc2oc3ccccc3c2c1	25	98	20	-4	100	96	97	98	100	2	11
Nc1c(-c2ccccn2)cnn1-c1nc(-c2ccc(F)cc2)cs1	8	94	13	-9	92	90	91	94	93	3	10
COc1ccc(OC)c(S(=O)(=O)N2CCC(C(=O)N3CCc4ccccc4C3)CC2)c1	12	100	10	-1	100	103	104	99	97	x	9
O=C(O)CCCn1cc(NC(=O)c2ccc(Br)o2)cn1	6	98	13	-53	97	103	98	95	93	8	6
Nc1cc(=O)nc(SCC(=O)Nc2ccccc2)n1-c1ccccc1	4	100	23	-2	100	101	102	99	97	-1	9
CCc1ccc(N(C(C)=O)c2nc(CCl)cs2)cc1	17	98	26	-4	97	104	97	99	95	x	12
COc1ccc(CCNc2cc(N3CCN(C(=O)c4ccccc4F)CC3)ccc2[N+](=O)[O-])cc1OC	-23	98	8	-38	100	101	104	100	96	x	8
CCOc1ccccc1C1N(c2ccc(F)cc2)C(=O)C2CCCN21 (centres undefined)	12	100	46	-11	99	103	103	101	97	x	28
CCOC(=O)CCc1c(C)c(C#N)c2[nH]c3ccccc3n2c1=O	24	102	23	-102	101	103	100	101	99	x	14
CCCCOc1ccc(-c2nnn(C(C)(C)C(=O)OC)n2)cc1	12	99	31	-10	101	99	103	101	99	x	7
COC(=O)c1c(NC(=O)CN2CCC3(O)CCCCC3C2c2ccccc2OC)sc(C)c1C (centres undefined)	13	99	10	-44	97	100	102	99	97	x	3
COc1ccc(COC(=O)NNC(=O)c2ccc(OC)cc2)cc1	-3	102	32	-13	99	104	105	101	97	x	4
CSc1nncc(-c2ccc(F)cc2)n1	1	98	54	-68	97	99	98	99	97	5	10
COCc1nnc(NC(=O)c2ccc(S(=O)(=O)N(C)C3CCCCC3)cc2)o1	-58	97	24	-105	100	99	102	97	97	x	22
Cc1[nH]nc2c1C(c1ccccc1F)NC2=O (centres undefined)	-12	99	21	-11	101	100	108	99	99	x	7
COc1ccccc1N=C(C)C1=C(O)CC(c2ccccc2)CC1=O (centres undefined)	2	107	9	-30	106	106	99	104	102	-19	11
CCCn1c(-c2cc(OC)c(OC)c(OC)c2)nc2nc3ccccc3nc21	9	100	25	-10	100	101	103	100	99	2	11
CCC/S(CC1CC1(Cl)Cl)=N\S(=O)(=O)c1ccc(C)cc1 (centres undefined)	-14	96	46	-19	94	93	103	98	98	-9	4
C=CCNC(=O)C1CC(=O)N(c2ccc(C)cc2)C1 (centres undefined)	-9	98	17	-18	99	95	100	97	95	x	6
N#Cc1nc(-c2ccccc2)oc1NCc1ccco1	6	100	24	-35	101	105	108	102	101	x	6
COc1ccc(-n2c(C)cc(C(=O)COC(=O)Cn3cnc4ccccc43)c2C)cc1	9	99	29	-44	99	98	103	100	97	2	14
(cont.)
SMILES	Mcl1 Noxa PPI	Rab2A wt mod	GSH bead fluor	Mcl1 Bid PPI	Cdc42 wt	Rab7 wt GTP bind	Rac1 wt modul	HRas wt GTP bind	Rac1 act GTP bind	Pf gametocyte	Avidin fluor
Cc1cc([N+](=O)[O-])c2[nH]c(C(=O)N/N=C/c3ccccc3C(=O)O)c(-c3ccccc3)c2c1	33	90	55	-6	90	94	90	92	91	x	8
COc1ccccc1NC(=O)COc1ccc(Br)cc1CNCCCN1CCOCC1	12	98	13	-19	93	102	97	97	95	-25	9
CC(C)c1ccc(/C=C/C(=O)NC2=NCCS2)cc1	5	103	38	2	101	104	104	99	100	x	17
CCOc1ccc(NC(=O)CCC(=O)c2ccc(-c3ccccc3)cc2)cc1	10	98	9	-20	103	102	105	99	99	x	15
Cc1cc(C)c2cc3c(N)c(C(=O)N4CCc5ccccc5C4)sc3nc2c1	21	94	53	-50	94	99	100	99	93	x	8
CCOc1ccc(C(=O)N2CCCC2)cc1	3	103	20	-2	103	101	106	103	101	x	7
CCc1nc(SCC(=O)Nc2nc3c(s2)CCCC3)c2ccccc2n1	-3	87	11	3	85	90	89	89	87	-16	7
CN1CC(c2ccccn2)C2(SC(=S)N(Cc3ccccc3)C2=O)C12C(=O)Nc1ccccc12 (centres undefined)	-2	103	29	-35	102	101	102	102	99	6	12
CC(C)OP(=O)(OC(C)C)C(O)c1ccc2c(c1)OCO2 (centres undefined)	12	101	7	14	101	101	103	101	100	x	2
O=C(Nc1ccccc1)N(O)c1ccc(Cl)cc1	10	96	24	-23	96	96	100	97	99	x	14
CC(C)(C)C1=Nn2c(nnc2-c2n[nH]c3c2CCC3)SC1	10	u	30	-14	u	u	u	u	u	16	6
Clc1ccc(Nc2nc(C3CC3)cs2)cc1	10	100	22	-10	103	102	109	104	101	x	7
O=C1OCc2cc(NC(=O)C3CCCO3)ccc21 (centres undefined)	-8	100	31	-1	101	102	106	100	99	-15	14
O=C(NCCc1ccc2c(c1)OCCO2)c1ccccc1F	14	97	9	-3	99	101	103	99	100	10	1
O=C(O)CCc1nc2cc(Cl)ccc2n(Cc2ccccc2)c1=O	11	98	56	-6	95	105	98	96	93	-16	26
Fc1ccc(NC(=S)Nc2nccs2)cc1	33	95	14	-43	96	102	104	101	94	-2	11
CCC1C(=O)Nc2ccccc2N1C(=O)c1ccc(Cl)nc1 (centres undefined)	11	97	15	-18	95	95	100	96	96	12	9
CCOC(=O)c1cccc(NC(=O)CNC(=O)C2CCCCC2)c1	4	99	23	-11	100	98	103	99	99	9	30
CC1(C)CC(=O)C(C=NCc2ccccn2)=C(O)C1	-8	97	35	-13	99	99	97	98	96	7	10
CC1CC(=O)N(CC(=O)Nc2ccc3c(c2)OCO3)c2ccccc2S1 (centres undefined)	-4	100	29	-1	104	96	104	99	101	-8	23
O=C(Nc1c(C(=O)N2CCCCC2)cnn1-c1ccccc1)c1ccccc1	14	99	18	-17	100	98	100	99	97	x	6
COc1cc(/C=C/C(=O)O)cc(S(=O)(=O)Nc2cccc(SC)c2)c1OC	16	97	7	-5	97	95	99	98	99	-10	1
CCCC(NS(=O)(=O)c1ccc(C)cc1)C(=O)O (centres undefined)	17	103	24	7	103	105	102	103	102	6	13
COc1cc(C(=O)N2CCN(C(=O)COc3ccc4ccccc4c3)CC2)cc(OC)c1OC	1	98	15	-6	99	97	103	100	97	x	18
COC(=O)CN1C(=O)C(O)(CC(=O)c2ccc(Cl)cc2)c2ccccc21 (centres undefined)	3	96	13	-3	101	103	101	98	97	x	26
More entries follow:
SMILES	Mcl1 Noxa PPI	Rab2A wt mod	GSH bead fluor	Mcl1 Bid PPI	Cdc42 wt	Rab7 wt GTP bind	Rac1 wt modul	HRas wt GTP bind	Rac1 act GTP bind	Pf gametocyte	Avidin fluor
CNc1nc(OCC#N)nc(N2CCCCC2)n1	-4	102	12	-6	98	105	100	100	97	18	7
CCC1SC2=NCCN2C1(O)c1ccc(Cl)cc1 (centres undefined)	16	93	35	0	95	94	91	95	93	x	8
CCOc1ccc(-c2nnn(CC(=O)NCc3ccc4c(c3)OCO4)n2)cc1	-9	99	34	12	101	104	109	102	100	x	7
c1ccc(Cc2nc(-c3ccccn3)no2)cc1	6	93	37	-10	93	96	95	95	93	x	2
Cc1cc(S(=O)(=O)NCC(C)C)ccc1OCC(=O)NCc1ccco1	5	95	8	-7	93	100	98	97	95	9	9
C[C@]1(C(=O)NCCN2CCOCC2)C=C[C@@H](Cc2ccccc2)N1C(=O)c1ccccc1	-5	101	15	-8	100	94	105	104	100	19	10
O=C(O)c1ccc(NC(=O)C2C3CCC(C3)C2C(=O)O)cc1 (centres undefined)	8	107	10	-25	109	106	109	107	103	24	9
COC(=O)c1cc(C(=O)Nc2nnc(CC(C)C)s2)cc([N+](=O)[O-])c1	15	97	13	-16	94	95	98	96	98	-1	11
O=C(Nc1cccc(C(F)(F)F)c1)C(SCCO)c1ccccc1 (centres undefined)	0	98	16	-33	100	98	104	99	100	-4	18
COc1ccc(C(=O)NC(NC(=O)c2ccc(OC)c(OC)c2)c2ccccc2F)cc1OC	33	100	24	7	98	98	104	98	98	0	4
COc1cc2c(cc1OC)C1C/C(=N\O)C(CC(C)C)CN1CC2 (centres undefined)	31	100	14	-16	101	101	102	100	99	x	38
CC1CC(C)(C)NC(=S)N1CC(=O)NCc1ccc(F)cc1 (centres undefined)	9	97	16	-26	95	94	94	95	95	-3	9
CN1CCN(Cc2ccc(OCc3ccccc3)cc2)CC1	22	102	29	21	104	103	106	104	101	20	3
CC(=O)Nc1ccc(N(C)C)cc1[N+](=O)[O-]	3	100	60	-123	99	99	103	98	99	10	7
COC(=O)CNC(=O)CSc1nnc2cc(C)c3ccccc3n12	10	97	15	-18	98	98	100	98	97	15	9
CC(=O)N(CN1C(=O)CCC1=O)c1cccc(Cl)c1	-8	97	21	-43	103	101	103	99	97	17	12
COc1ccccc1N1CCN(Cc2cccc(OC)c2OC)CC1	14	98	33	18	99	97	98	98	96	8	13
Cc1ccc(CCCOC(=O)C[N+]2(C)CCCCC2)cc1	17	97	17	-48	98	95	100	99	98	-10	11
Cc1ccc(N2NC(=O)/C(=C/C=C/c3ccco3)C2=O)cc1C	6	90	18	-55	87	102	82	96	82	x	10
